B2AR arrestin: recruits beta-arrestin to the human beta2-adrenergic receptor; hit rate 0.02% among 330,000; Potency, µM (doses to about 46.1 µM), for the others: top-dose activation, usual class: activators; beta-arrestin recruitment to beta2AR, cell-based reporter; P07550;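 also: potency is read from the fitted curve at half-maximal effect; 0% = DMSO controls and full agonism = EC100 isoproterenol or metaproterenol; nearly all actives have a fitted effect of over 65% in size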
KCNH2 3.1 inh: inhibitors of human KCNH2 3.1 potassium channel isoform. U2OS KCNH2 3.1, thallium flux FluxOr; hits give low values. activity change, % (tested at about 1.8 µM). hit rate 0.95% among 340,000. AID 720553;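 active = maximum activity change below -70%; inconclusive = maximum activity change from -70% to -50%; inactive = maximum activity change above -50%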;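 also: thallium influx rate constant from kinetic fluorescence after stimulation buffer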
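Normalized rate constant (relative to positive and negative DMSO controls) derived from a 2 min kinetic fluorescence read after stimulation; U2OS cells expressing the 3.1 isoform via virus at 1.77 x 10^8 /mL.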
GALK inh: blocks human galactokinase activity | P51570 | Purified GALK, Kinase-Glo residual ATP luminescence | Potency, µM (series often up to 57.5 µM), inactives show at the top dose activity change, negative = inhibition, most hits filed as inhibitors | hit rate 0.007% among 270,000 | AID 1868; also: potency is read from the fitted curve at half-maximal effect
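Quantitative HTS: GALK 5 nM, ATP 35 uM, galactose 100 uM, 1 h room temperature, then luciferase-based ATP detection.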
USP2a block: USP2a (human) protease inhibition. hit rate 0.01% among 330,000. O75604. Potency, µM (series often up to 38.3 µM), inactives show top-dose activity change, negative = inhibition, usual class: inhibitors. USP2 core, Ub-CHOP2 coupled fluorogenic reporter, 485/531;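 also: potency is read from the fitted curve at half-maximal effect; plate controls were DMSO wells for no effect and full inhibition by NEM control for full effect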
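Deubiquitinase activity read as fluorescence (485/531 nm) after Ub-CHOP2 cleavage activates the enterokinase reporter on its substrate; USP2 core 10nM, Ub-CHOP2 and substrate 25nM each, 30min compound preincubation then 60min RT; data normalized to NEM, curves fitted.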
Giardia kill: kills Giardia lamblia | activity change, % at 7.66 µM, hits read low | Giardia lamblia trophozoite viability | hit rate 0.15% among 340,000 | AID 540267; in the data active = activity change below about -80%; inconclusive = between about -30% and that limit;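 also: parasites exposed to compound for two days anaerobically before the ATP read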
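Giardia lamblia trophozoites (100 cells/well) were incubated with compounds for 48 h at 37 deg C under anaerobic conditions. Viability was read as ATP content by one-step luminescence after 15-30 min at room temperature.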
uPA surface inh: inhibitors of cell surface uPA generation; cell surface uPA generation assay, qHTS; Potency, µM (highest dose often 38.3 µM), for inactives: at the top dose activity change, negative = inhibition, usual class: inhibitors; hit rate 0.31% among 330,000; AID 540303; active = well fitted inhibition curve with a large enough effect; inconclusive = small, poorly fitted or top-dose-only effect; inactive = no such curve, though single readings can be large or run the other way; tested in mouse RAW 264.7 cells; also: potency is read from the fitted curve at half-maximal effect; nearly all actives have a fitted effect of over 55% in size
FBPA coupling cs: coupling enzyme interference in Giardia aldolase counter-screen | activity change, negative = inhibition, % at 58.2 µM, hits read low | coupling enzyme system counterscreen, AmpLite Red fluorescence | AID 2472 | hit rate 0.67% among 290,000; in the data active = activity change below about -30%
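Coupling enzymes only (glyceraldehyde-3-phosphate) + compound, at 57.5 uM final, 10 min RT; add substrate/coupling/AmpLite Red mix, 20 min RT; fluorescence ex 525/em 598 nm. Actives flag coupling-system interference.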
KCNH2 WT inh: inhibitors of human wildtype KCNH2 potassium channel. Q12809. U2OS, BacMam KCNH2, thallium flux FluxOr; hits give low values. activity change, % at 1.84 µM. hit rate 0.37% among 340,000;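 active = maximum activity change below -70%; inconclusive = maximum activity change between -70% and -50%; inactive = maximum activity change above -50%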
Target sequence (Q12809 whole entry, looked up): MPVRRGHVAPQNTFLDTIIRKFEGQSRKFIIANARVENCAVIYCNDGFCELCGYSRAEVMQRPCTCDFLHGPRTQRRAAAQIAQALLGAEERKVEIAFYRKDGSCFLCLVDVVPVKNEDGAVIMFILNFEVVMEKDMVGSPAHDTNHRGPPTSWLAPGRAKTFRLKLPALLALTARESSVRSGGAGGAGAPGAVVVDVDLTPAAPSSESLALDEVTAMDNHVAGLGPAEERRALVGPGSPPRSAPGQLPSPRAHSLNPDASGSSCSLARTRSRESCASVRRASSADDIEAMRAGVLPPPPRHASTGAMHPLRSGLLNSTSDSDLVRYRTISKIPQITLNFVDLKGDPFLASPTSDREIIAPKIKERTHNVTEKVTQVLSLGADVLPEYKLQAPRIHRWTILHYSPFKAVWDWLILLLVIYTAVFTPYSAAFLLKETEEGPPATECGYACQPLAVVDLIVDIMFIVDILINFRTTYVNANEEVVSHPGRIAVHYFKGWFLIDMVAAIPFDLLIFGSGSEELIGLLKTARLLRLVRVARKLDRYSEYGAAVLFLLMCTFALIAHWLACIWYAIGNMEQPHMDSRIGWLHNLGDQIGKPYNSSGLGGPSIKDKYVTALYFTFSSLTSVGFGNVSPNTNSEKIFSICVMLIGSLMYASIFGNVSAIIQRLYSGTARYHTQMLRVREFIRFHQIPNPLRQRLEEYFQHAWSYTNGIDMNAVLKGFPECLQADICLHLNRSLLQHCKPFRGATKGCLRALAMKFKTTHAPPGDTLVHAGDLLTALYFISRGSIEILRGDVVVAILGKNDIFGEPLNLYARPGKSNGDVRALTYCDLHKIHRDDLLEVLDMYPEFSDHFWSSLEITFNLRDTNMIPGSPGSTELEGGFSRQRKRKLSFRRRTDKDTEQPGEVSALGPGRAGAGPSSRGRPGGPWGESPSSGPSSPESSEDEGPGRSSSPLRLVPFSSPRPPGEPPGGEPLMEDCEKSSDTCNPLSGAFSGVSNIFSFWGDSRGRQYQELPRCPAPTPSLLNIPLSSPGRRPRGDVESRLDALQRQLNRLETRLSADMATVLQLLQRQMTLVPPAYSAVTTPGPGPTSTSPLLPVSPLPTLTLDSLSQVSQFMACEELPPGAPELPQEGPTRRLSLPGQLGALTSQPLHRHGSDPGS
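U2OS cells were transduced with wild-type KCNH2 virus (2.03 x 10^8 / mL) for 4 h at room temperature, then cultured overnight at 37 C. Thallium flux was read with FluxOr dye. Rate constants were normalized to DMSO controls.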
Chronic BCR inh: blocks chronic active B-cell receptor signaling. ABC-DLBCL IkBa-CBG/CBR reporter, luminescence ratio, 4 h. Potency, µM (series often up to 46.1 µM), without a hit: at the highest dose ratio change, negative = lower green/red ratio, hits mostly inhibitors. hit rate 0.05% among 340,000. AID 493014; active = well fitted inhibition curve with a large enough effect in the signal ratio, with a control signal flat, not every such curve was filed as active; inconclusive = small, poorly fitted or top-dose-only effect, or effect the other way, or a change in a side signal; the % refers to the signal ratio;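 also: potency is read from the fitted curve at half-maximal effect; plate controls were basal doxycycline-induced cells for no effect and cells given 10 µM MG132 for full effect; MG132 reads +100%, hits lower the ratio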
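Cell line TMD8 (human ABC DLBCL), stably expressing tet-inducible CBG68-IkBa fusion and CBR; IMDM/0.5% FBS; cpd up to 46 uM; dox induction, 4 h, 37C/5% CO2; dual luminescence; green/red ratio; MG132 control.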
Eya2 phos inh: blocks the phosphatase activity of human Eya2; recombinant Eya2, OMFP fluorescence dephosphorylation (OMFP is methylfluorescein phosphate); Potency, µM (doses to about 76.9 µM), for the others: top-dose activity, negative = inhibition, hits mostly inhibitors; hit rate 0.006% among 330,000; O00167; also: potency is read from the fitted curve at half-maximal effect
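Eya2 protein (added as 0.2 uM solution) was preincubated with compound for 10 min at ambient temperature in 50 mM HEPES pH 7.5, 50 mM NaCl, 5 uM MgCl2, 0.05% BSA, 1 mM DTT. OMFP (added at 50 uM) then reacted 10 min; fluorescence read at 485/525 nm.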
PKM2 act: PKM2 (human) enzyme activation; purified PKM2, Kinase-Glo ATP luminescence, activation; response scale: 0% is enzyme alone, no compound; Potency, µM (top dose mostly 57.5 µM), for inactives: top-dose activation, hits mostly activators; AID 1631; P14618; hit rate 0.34% among 260,000; also: potency is read from the fitted curve at half-maximal effect; nearly all actives have a fitted effect of over 55% in size
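Kinase-Glo luminescence reports ATP generated from ADP (0.1 mM) and PEP (0.5 mM) by purified hPK-M2 after 1 h at room temperature, pH 7.2 imidazole buffer; intermediate enzyme activity allows detecting inhibitors and activators.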
* = called active by the depositor; ? = inconclusive; . = no result given; & = joins results of further samples; [ ] = dose if it differs, or a comment. Unless noted, calls follow the shape of the dose curve; as a rule, active = well fitted curve in the direction sought with a large enough effect; inconclusive = small, poorly fitted or top-dose-only effect, or another doubt; inactive = no such curve, though single readings can be large; an effect the other way counts as inactive or inconclusive. Unless noted, % is scaled to controls: 0 for no effect and ±100 for the full control effect. Outcome played no part in choosing rows. About 2.4% of those tested had a hit in this group.

SMILES | B2AR arrestin | KCNH2 3.1 inh | GALK inh | USP2a block | Giardia kill | uPA surface inh | FBPA coupling cs | KCNH2 WT inh | Chronic BCR inh | Eya2 phos inh | PKM2 act
Cc1[nH]c2ccccc2c1C(=O)C(=O)NC1CC1 | -0.8% | 0 | 1% | 1% | -20 | -2% | . | -6 | ? | -5% | -7%
O=C(NCCSCc1ccco1)Nc1cccc(Cl)c1 | 0.0% | 6 | 2% | 4% | -10 | -8% | -2 | -14 | 8% | -8% | 7%
N/C(Cn1nnc(-c2ccccc2)n1)=N\O | -1.5% | -7 | 2% | -1% | -10 | 1% | 2 | 10 | -14% | 3% | -2%
CC(=O)c1cccc(NC(=O)COC(=O)c2cccs2)c1 | -0.5% | 6 | 8% | 0% | -7 | 6% | 4 | -8 | -5% | 6% | -16%
COC(=O)N/N=C/c1cccc([N+](=O)[O-])c1 | -0.2% | 7 | -2% | 1% | 7 | 1% | -3 | -3 | 1% | -6% | -7%
C=C(C)COc1ccc(-c2[nH]ncc2-c2ccc(OC)c(OC)c2)c(O)c1 | 0.0% | 6 | -1% | -6% | 14 | -11% | -11 | 0 | -11% | -3% | 12%
Cc1ccc(C(=O)OCC(=O)NCc2ccc3c(c2)OCO3)s1 | -0.9% | -2 | 1% | 0% | 9 | 4% | 2 | -6 | -1% | 14% | 1%
Cc1ccccc1-n1c(=O)c(C#N)cc2c(=O)n3ccccc3nc21 | 0.3% | . | 3% | 2% | -19 | -5% | 5 | 1 | 21% | 5% | -1%
CCC[C@H]1COCCS(=O)(=O)N1Cc1ccc(Br)cc1 | 0.4% | . | . | 4% | . | . | 1 | . | 2% | 6% | 6%
CN1C(C)(C)CCCC1(C)C | -1.0% | 10 | . | 0% | -10 | 7% | 2&1 | -7 | 6% | 2% | .
COc1cccc(/C(O)=C2/C(=O)C(=O)N(c3cc(C)on3)C2c2cccs2)c1 (stereo not given) | -0.6% | 4 | -2% | 2% | 18 | -5% | -1 | -2 | ? | 2% | -8%
N#C/C(=C\C1CC2C=CC1C2)c1nc2ccccc2[nH]1 (stereo not given) | -0.2% | -7 | 0% | 4% | -2 | -5% | -6 | 2 | 17% | 8% | -3%
CC(=O)Nc1ccc(S(=O)(=O)NCCC(=O)OCC(=O)c2ccc(Br)cc2)cc1 | 0.3% | 0 | . | 2% | -23 | -2% | . | -7 | -2% | -14% | .
CC(=O)Oc1cc2c(cc1Cl)C(c1cccs1)CC1(CC(C)(C)NC(=S)N1)O2 (stereo not given) | -0.2% | -33 | 2% | 1% | 4 | -9% | 1 | -8 | 9% | 5% | 4%
Cc1ccc(CN2CCN(/N=C/c3ccc(C(F)(F)F)cc3)CC2)cc1 | -0.4% | -3 | 0% | 3% | 4 | 4% | -2 | -4 | 0% | -1% | 5%
Cc1cccc(-c2nc3ccccc3c(=O)n2NC(=O)c2cccs2)c1 | 0.2% | 24 | 0% | -1% | -7 | 1% | -1 | -13 | ? | -11% | -8%
O=C(c1ccc(CS(=O)Cc2cccc(Cl)c2)o1)N1CCN(C2CCCCC2)CC1 (stereo not given) | 0.1% | -15 | -1% | -1% | -11 | -12% | -5 | -8 | 3% | -12% | .
COc1ccc(-c2[nH]ncc2CN2CCN(Cc3cccs3)CC2)cc1F | -1.0% | -19 | 4% | 1% | 10 | -1% | -1 | 4 | -12% | -2% | -5%
COc1ccc(N=C2NC(=O)S/C2=C\c2ccc(N(C)C)cc2)cc1 | -0.2% | 6 | -1% | -1% | -1 | -3% | 1 | -3 | ? | 22% | -9%
c1ccc(COCC2CCNCC2)cc1 | -1.0% | -2 | 4% | 2% | -26 | 3% | -1 | -6 | 3% | 0% | -2%
CCCC(NC(=O)Cc1c(C)c2c(cc(C)c3c(C)coc32)oc1=O)C(=O)O (stereo not given) | -0.3% | -2 | 2% | 1% | -8 | -19% | 3 | -1 | 7% | 2% | .
CCOC(=O)N1CCc2c(sc(NC(=O)C3COc4ccccc4O3)c2C(N)=O)C1 (stereo not given) | 0.2% | 4 | -4% | -2% | 13 | -19% | . | 5 | 2% | 14% | 10%
CCOc1ccc(-c2nn[nH]n2)cc1OCC | -0.2% | -1 | 0% | 0% | 12 | 4% | 5 | -9 | 6% | 3% | -14%
CC(C)(C)OC(=O)NCc1n[nH]c(=S)n1C1CC1 | -0.4% | 2 | 1% | -1% | -16 | 3% | 1 | -4 | -1% | 10% | 2%
Cc1ccc2cc(CN(C(=O)c3ccco3)c3ccccc3C)c(=O)[nH]c2c1 | 0.4% | -1 | 5% | 3% | 0 | 10% | 3 | 6 | -2% | 2% | 9%
COc1cc2c(cc1NC(=O)COC(=O)C1CC(=O)N(Cc3ccco3)C1)oc1ccccc12 (stereo not given) | 0.2% | 4 | 2% | 0% | -5 | -5% | -3 | 29 | 5% | 3% | 0%
O=C(COC(=O)/C=C/c1ccc(OC(F)F)cc1)NC(=O)NC1CCCCC1 | -0.2% | . | . | 0% | -18 | 7% | . | 12 | 16% | -23% | .
CCOC(=O)C(=O)N/N=C/c1ccco1 | -0.3% | -1 | 1% | 0% | 18 | 1% | 5 | -7 | 3% | 3% | -7%
CC(=O)C1C(=O)c2c(cccc2[N+](=O)[O-])C1=Nc1cccc(Cl)c1 (stereo not given) | 0.8% | 3 | 2% | -2% | -18 | -3% | -2 | -8 | ? | -17% | -2%
CCCCCCc1nc(C(N)=O)c2[nH]c(=O)n(-c3ccc(OC)cc3OC)c2n1 | -1.1% | -11 | 3% | -1% | -12 | 5% | -2 | -13 | ? | -21% | .
COc1ccc(/C=C/C(=O)N(C)C2CCS(=O)(=O)C2)cc1OC (stereo not given) | -0.7% | 0 | -2% | 2% | -9 | 5% | -1 | 5 | 1% | -4% | -1%
CC(=O)Nc1ccc2c(c1)nc(CCN1CCN(C)CC1)n2C | -0.1% | 0 | 2% | 3% | 2 | . | 0 | 0 | -1% | -1% | -4%
CC(C)(C)n1nc2c(c1NC(=O)c1ccccc1)CS(=O)(=O)C2 | -0.9% | 4 | -1% | 5% | 2 | 2% | 2 | 2 | 4% | 8% | 5%
COc1ccc(-n2c(SCCNCCO)nc3sc4c(c3c2=O)CCCC4)cc1 | -0.9% | -14 | -1% | 0% | -11 | -12% | 0 | 4 | -12% | -26% | 2%
CO[C@@H]1O[C@@H]2COC(c3ccccc3)O[C@@H]2[C@@H](OC)[C@@H]1O (stereo not given in full) | 0.1% | 9 | -2% | 2% | 13 | 2% | 0 | -1 | ? | 1% | -23%
Cc1cc(Nc2cccc(O)c2)c2ccccc2n1 | -0.5% | . | 5% | 4% | . | . | -1 | . | -2% | -4% | 1%
COC(=O)c1ccc(NCN2C(=O)C3C4CCC(C4)C3C2=O)cc1 (stereo not given) | 0.1% | 5 | -1% | 2% | -8 | 4% | -3 | 14 | 3% | 7% | -5%
COc1ccc(S(=O)(=O)N(CCc2ccccc2)CC(=O)O)cc1Cl | -0.1% | -32 | 1% | 4% | 8 | . | 11 | -19 | ? | -18% | -3%
COc1ccccc1C(=O)COC(=O)c1nc2nc(C)cc(C)n2n1 | -0.8% | 10 | . | 1% | 0 | 1% | . | ? | 3% | 24% | .
Cc1cccc(NC(=O)C(Cc2ccccc2)n2cccc2)c1 (stereo not given) | 0.1% | 3 | . | 1% | 10 | -1% | 1 | -14 | -1% | 4% | 1%
CCOc1ccccc1N(CC(=O)Nc1ccccc1F)S(=O)(=O)c1ccccc1 | -0.3% | -7 | -3% | -2% | 8 | -6% | -2 | -11 | ? | -10% | 0%[11.5 µM]
O=C1CCC(C(=O)Nc2cccc(C(F)(F)F)c2)N1 (stereo not given) | -0.5% | 0 | 1% | -2% | -13 | -3% | 1 | -17 | 1% | -11% | 7%
CC(NCC(O)COc1ccc2ccccc2c1)c1ccccc1 (stereo not given) | -0.4% | 1 | 5% | 3% | -21 | 0% | 1 | 18 | -10% | -7% | .
O=C(c1ccc(F)cc1)N1CCN(c2cnn(-c3ccccc3)c(=O)c2Cl)CC1 | 0.0% | 10 | -1% | 12% | -13 | -6% | 2 | 18 | -2% | 1% | -5%
O=C(Nc1ccccc1N1CCOCC1)c1ccc(F)c(S(=O)(=O)N2CCOCC2)c1 | 0.0% | -9 | . | -3% | -15 | -4% | . | 5 | 0% | -24% | .
CC(C)NS(=O)(=O)c1ccc(OCC(=O)Nc2ccccc2F)cc1 | 0.0% | -14 | 0% | 1% | 7 | -4% | 1 | 1 | 7% | -9% | 1%
Cc1ccc(S(=O)(=O)N2CCN(C(=O)COC(=O)c3ccc([N+](=O)[O-])o3)CC2)c(C)c1 | -0.2% | 9 | . | 0% | -22 | 1% | . | 1 | -3% | 4% | .

High-throughput results: PubChem, National Center for Advancing Translational Sciences (NCATS)
